Screening results: PubChem BioAssay, Southern Research Specialized Biocontainment Screening Center
influenza NS1A: NS1A inhibition, H1N1 influenza, cell based functional assay (AID 504329); NS1A functional cell-based assay, percent inhibition; higher % means a stronger effect; inhibition, % at 12.5 µM, or IC50 in µM where a hit was titrated; 340,000 tested, 0.3% active; in the data active means a potency from the dose series; inconclusive means inhibition above about 27% without an active follow-up result; further: strong numbers were not always called active
inhibitors of VEEV: inhibitors of VEEV TC-83 cytopathic effect, confirmation, Vero cells (AID 588727); Vero cells, VEEV TC-83 cytopathic effect inhibition; higher % means a stronger effect; inhibition, % at 20 µM, or IC50 in µM where a hit was titrated; 350,000 tested, 0.13% active; in the data active means a potency from the dose series; inconclusive means inhibition mostly from about 14% at the one dose, without a potency; inactive means the rest, 99 in 100 with inhibition below about 12%; further: strong numbers were not always called active
H37Rv inhibition: M. tuberculosis growth inhibition, HTS (AID 449762) | one-dose inhibition, % at 25 µM; IC50 in µM for titrated hits | 330,000 tested, 0.59% active | M. tuberculosis H37Rv growth inhibition, 7H9 media; higher % means a stronger effect; in the data active means a potency from the dose series; inconclusive means inhibition above about 70% without an active follow-up result;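 further: bacterial growth assessed after seven days of incubation; strong numbers were not always called active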
PhoP GFP inhibition: Inhibition of PhoP regulon, Salmonella typhi GFP reporter cells, confirmation, 4 h (AID 1850) | Salmonella Typhi PhoP-promoter GFP reporter, fluorescence, 4 h; higher % means a stronger effect | inhibition, % at 50 µM, or IC50 in µM where a hit was titrated | 310,000 tested, 0.33% active; in the data active means a potency from the dose series; inconclusive means inhibition mostly from about 25% at the one dose, without a potency; inactive means the rest, 99 in 100 with inhibition below about 19%;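 further: 0% = induced wells with vehicle and 100% = uninduced wells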
tuberculosis growth: growth inhibition of non-replicating M. tuberculosis (AID 488890) | one-dose inhibition, % at 25 µM; IC50 in µM for titrated hits | 320,000 tested, 0.39% active | Mycobacterium tuberculosis non-replicating, growth inhibition; higher % means a stronger effect; in the data active means a potency from the dose series; inconclusive means inhibition mostly from about 82% at the one dose, without a potency; inactive means the rest, 99 in 100 with inhibition below about 76%;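 further: plate controls were DMSO cells for no effect and high antibiotic wells for full effect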
inhibitors of VEEV 10K pilot screen: further read-out of inhibitors of VEEV, marked with its call; inhibition, %; measured here: 10K pilot screen inhibition
* marks the source's active call; other numbers are inactive results; i = inactive; ? = inconclusive; · = not tested or not shown.

SMILES | influenza NS1A | inhibitors of VEEV | H37Rv inhibition | PhoP GFP inhibition | tuberculosis growth | others
COc1cc(/C=N/NC(N)=O)c(Br)cc1OCC(=O)Nc1ccccc1C | 6% | 5.2% | -6% | 4% | 5%
Cc1ccccc1-n1ncc2c1CC(C)(C)CC2NC(=O)CCC(F)(F)F (stereo not drawn) | -5% | i | -2% | -6% | 5%
COc1cccc(N2CCN(C(=S)Nc3ccc(F)cc3)CC2)c1 | 3% | 1.0% | 5% | 2% | -5%
COc1ccc(CCN=C(N)NS(=O)(=O)c2ccc(C)c(C)c2)cc1OC | -2% | i | -1% | -3% | -6%
COc1ccc(CNc2cc(C)ccc2C)c(OC)c1OC | 4% | i | 0% | 1% | 1%
CNc1snc(C)c1C(=O)OC(C)C(=O)c1ccc(F)cc1 (stereo not drawn) | -8% | 8.6% | -1% | · | 43%
O=C(Nc1ccc(Oc2cccnc2)nc1)c1ccc(C(F)(F)F)cc1 | -14% | i | -3% | -4% | 40%
CCCn1c(=O)c2[nH]c(-c3ccc(S(=O)(=O)O)cc3)nc2n(CCC)c1=O | 0% | 1.8% | 0% | -2% | 77%
CC(C)(C)OC(=O)N[C@@H](CC(=O)OCc1ccccc1)C(=O)O | -10% | 0.8% | -3% | 4% | 19%
CCCNC(=O)NC(=O)COC(=O)/C=C/c1cc(Br)ccc1F | 2% | i | -3% | 10% | 36%
Cc1cccc(N(CC(=O)NC(C)C)C(=O)CCC(=O)Nc2nccs2)c1 | -33% | 1.5% | 3% | -5% | -2%
Cc1cc(=O)oc2c3c(cc(OCC(=O)NCCC(=O)N[C@@H](C)C(=O)O)c12)OC(C)(C)CC3 | 0% | 0.2% | -7% | 2% | -15%
O=S(=O)(NCc1cccs1)c1ccccc1Cl | -1% | 0.1% | 7% | 4% | -2%
Cc1ccc(C(=O)N/N=C/c2ccc(S(=O)(=O)O)o2)c(Cl)c1 | -8% | 0.2% | 5% | -5% | -8%
CCOC(=O)C(C)n1cnc2sc3c(c2c1=O)CCC3 (stereo not drawn) | 4% | 1.1% | 3% | 4% | 1%
Cc1cc(C)n(CC(=O)NC2CCCN(Cc3ccc(Cl)cc3)C2)n1 (stereo not drawn) | 0% | 1.1% | 6% | -17% | 1%
COc1ccc(CNS(=O)(=O)c2ccc(C)cc2)cc1 | -5% | i | 5% | -2% | -2%
CC1=C(C(=O)Nc2ccccc2C(F)(F)F)C(c2sccc2C)NC(=S)N1 (stereo not drawn) | 3% | 0.5% | 5% | -5% | ·
O=C(NCc1ccc2c(c1)OCO2)C(C(=O)c1ccccc1)n1cc(Cl)ccc1=O (stereo not drawn) | 19% | i | -4% | 1% | -12%
COc1cc(NCc2ccccc2O)c2ncccc2c1 | -9% | 0.8% | · | · | ·
COc1ccc(-n2cc(CNC3CCC(O)CC3)c(-c3cccc(F)c3)n2)cc1 (stereo not drawn) | 1% | i | 0% | 3% | 10% | inhibitors of VEEV 10K pilot screen=0.1
Cc1c(CCCC(=O)O)sc(N)c1C(=O)c1cccc(C(F)(F)F)c1 | -8% | 0.1% | -4% | 2% | 0% | inhibitors of VEEV 10K pilot screen=0.5
CN(CC(=O)Nc1cccc(F)c1)C(=O)c1cc([N+](=O)[O-])ccc1N1CCOCC1 | -1% | 2.2% | 7% | 4% | -14%
C/C(=N\NC(=O)c1cccc(Br)c1)c1cccc(NC(=O)c2ccc(C)o2)c1 | -3% | 0.7% | -1% | 10% | 30%
CCOC(=O)CNC(=O)CSc1nc(-c2ccc(OC)cc2)ns1 | -3% | 0.5% | ? | 4% | ?

4 compounds out of the list, ordered by molar mass, smallest number first.
SMILES | influenza NS1A | inhibitors of VEEV | H37Rv inhibition | PhoP GFP inhibition | tuberculosis growth | others
COc1ccc(CNS(=O)(=O)c2ccc(C)cc2)cc1 | -5% | i | 5% | -2% | -2%
CCCNC(=O)NC(=O)COC(=O)/C=C/c1cc(Br)ccc1F | 2% | i | -3% | 10% | 36%
Cc1cccc(N(CC(=O)NC(C)C)C(=O)CCC(=O)Nc2nccs2)c1 | -33% | 1.5% | 3% | -5% | -2%
COc1ccc(-n2cc(CNC3CCC(O)CC3)c(-c3cccc(F)c3)n2)cc1 (stereo not drawn) | 1% | i | 0% | 3% | 10% | inhibitors of VEEV 10K pilot screen=0.1

The listing picks up; the seven compounds before the break are reprinted first.
SMILES | influenza NS1A | inhibitors of VEEV | H37Rv inhibition | PhoP GFP inhibition | tuberculosis growth | others
O=C(NCc1ccc2c(c1)OCO2)C(C(=O)c1ccccc1)n1cc(Cl)ccc1=O (stereo not drawn) | 19% | i | -4% | 1% | -12%
COc1cc(NCc2ccccc2O)c2ncccc2c1 | -9% | 0.8% | · | · | ·
COc1ccc(-n2cc(CNC3CCC(O)CC3)c(-c3cccc(F)c3)n2)cc1 (stereo not drawn) | 1% | i | 0% | 3% | 10% | inhibitors of VEEV 10K pilot screen=0.1
Cc1c(CCCC(=O)O)sc(N)c1C(=O)c1cccc(C(F)(F)F)c1 | -8% | 0.1% | -4% | 2% | 0% | inhibitors of VEEV 10K pilot screen=0.5
CN(CC(=O)Nc1cccc(F)c1)C(=O)c1cc([N+](=O)[O-])ccc1N1CCOCC1 | -1% | 2.2% | 7% | 4% | -14%
C/C(=N\NC(=O)c1cccc(Br)c1)c1cccc(NC(=O)c2ccc(C)o2)c1 | -3% | 0.7% | -1% | 10% | 30%
CCOC(=O)CNC(=O)CSc1nc(-c2ccc(OC)cc2)ns1 | -3% | 0.5% | ? | 4% | ?
CNc1ncc(-c2nnnn2-c2ccccc2)c(-c2ccccc2)n1 | -12% | 1.9% | 3% | 1% | 5%
O=C(CNC(=S)N(CCCN1CCOCC1)Cc1cccs1)NCc1ccc(Cl)cc1 | -3% | 1.0% | 2% | 11% | 17%
NC(=O)C1=C[C@@H](c2coc3ccccc3c2=O)C[C@@H](OCCCCO)O1 | 12% | 0.5% | 2% | -7% | -5%
CCC(=O)c1ccc(OCC(=O)N2CCN(CC(=O)Nc3ccccc3C(F)(F)F)CC2)cc1 | -23% | 1.9% | 3% | · | 20%
CCC(c1nnnn1C1CCCC1)N1CCC(C(N)=O)CC1 (stereo not drawn) | · | i | 3% | -7% | 0%
Cc1cccc2nc(CSc3nc4ccccc4o3)cn12 | 0% | 9.8% | -1% | 1% | 27%
NC(=O)c1ccccc1NC(=O)c1ccccc1F | 4% | 2.2% | -3% | -9% | -7%
COCCn1c(CCc2ccccc2)n[nH]c1=S | -3% | 1.3% | -1% | 0% | 16%
Cn1c(NCc2ccccc2Cl)nc2ccccc21 | 5% | 0.9% | -3% | -3% | ·
Cc1cc(NC(=O)c2cccnc2)ccc1Br | -27% | 1.7% | -3% | -8% | 74%
COc1ccc(N2CCN(CC(=O)c3ccc(Cl)cc3)CC2)cc1 | 4% | 0.7% | -7% | -6% | 24%
COc1ccccc1C(=O)NNC(=O)C(=O)N1CCCCC1 | 1% | 4.5% | 7% | 4% | 26%
N#Cc1ccc(NC(=S)NC(=O)C2CCCCC2)cc1 | 1% | 0.4% | 6% | · | ?
CC1(C)Cc2c(oc3ncn4ncnc4c23)CO1 | -10% | 1.9% | 2% | -2% | 5%
O=C(Nc1ccccc1)C1=C(O)CC(c2ccc(Cl)cc2)N2CCN=C12 (stereo not drawn) | -4% | 3.8% | 0% | 22% | 31%
O=C(CCC(=O)N1CCN(S(=O)(=O)c2ccccc2Cl)CC1)c1ccccc1 | -15% | 8.0% | · | · | ·
Cc1ccc(NC(=O)Nc2cc(C(F)(F)F)c[nH]c2=O)cc1 | 8% | 0.8% | 2% | 14% | -1%
O=C(O)CCN1c2ccccc2Sc2ccccc21 | 20% | 1.8% | 13% | 8% | 4%
CC(=NNC(=S)Nc1cccc(Cl)c1)c1ccccn1 | 15µM* | i | · | · | ·
CCCC/C(=N\NC(=O)c1ccc(Br)o1)c1ccccc1 | -3% | i | -7% | 4% | 47%
O=c1cccc2n1CC1CC2CN(C(c2cccc(F)c2)c2sc3ncnn3c2O)C1 (stereo not drawn) | 1% | 0.0% | -4% | -4% | -5%
Cc1ccc(SCC(=O)OCC(=O)NC2CCCCCCC2)cc1 | -15% | 0.7% | 12% | -4% | 46%
COc1cccc(C(=O)NCCN2CCN(c3ccc(Cl)cc3)CC2)c1 | 6% | i | ? | -16% | 16%
O=C(c1ccco1)N1CCN(C(=O)c2ccco2)C1=S | -9% | 8.3% | · | · | ·
COc1cnc(-c2ccccc2)nc1Oc1cccc(C)c1 | -26% | i | 1% | 7% | 35%
Continued.
SMILES | influenza NS1A | inhibitors of VEEV | H37Rv inhibition | PhoP GFP inhibition | tuberculosis growth | others
CCc1c(C(=O)NC2CCCCC2)[nH]c(C)c1C(C)=O | -1% | i | -4% | 2% | 4%
Nc1cccc2c1nnn2C1OC(CO)C(O)C(O)C1O (stereo not drawn) | -3% | i | -6% | -20% | ·
CCC(C)NS(=O)(=O)c1ccc(NC(=O)c2cccs2)cc1 (stereo not drawn) | -15% | 1.7% | 6% | 7% | -2%
O=C(Nc1ccc2oc(Cc3ccc(Cl)cc3)nc2c1)c1cccnc1 | -2% | i | 39% | 0% | 49%
CN(C)/C=N/c1c(C(=O)NCc2ccccc2)nnn1Cc1ccccc1 | 8% | i | -1% | 7% | 13%
CCOC(=O)c1c(NC(=O)C2CCCCC2)sc2c1CCN(CC)C2 | 2% | i | -8% | -2% | 7%
COC(=O)c1cccc(COC(=O)CNC(=O)c2ccco2)c1 | -1% | i | -4% | -7% | 15%
CCN(CC)C(=O)c1sc2nc(-c3ccccc3)ccc2c1N | -6% | 3.4% | 5% | -5% | i
O=Cc1cc(N=Nc2ccccc2Cl)ccc1O | -10% | 2.0% | ? | 4% | ?
CC(=O)c1ccc(NS(=O)(=O)c2ccc(-c3cnc(C4CC4)o3)cc2)cc1 | -5% | 2.1% | -3% | -17% | 13%
CC1CC(C)CN(S(=O)(=O)c2ccccc2[N+](=O)[O-])C1 (stereo not drawn) | -1% | i | -8% | 4% | 33%
CC1CC(=O)N(CC(=O)Nc2cccc(Cl)c2)c2ccccc2S1(=O)=O (stereo not drawn) | -9% | 0.2% | 4% | 8% | -8%
CC(=O)c1cccc(NC(=S)NC(=O)c2ccc(C)cc2Cl)c1 | -9% | 1.3% | 2% | 6% | 51%
CCCCN(C)S(=O)(=O)c1ccc(C(=O)Nc2nnc(CSC)o2)cc1 | 25% | 10% | ? | -2% | 78%
C/C=C/c1ccc(OCCOc2cccc3cccnc23)c(OC)c1 | -1% | 2.8% | -17% | -3% | 15%
Cc1ccc(C(=O)Nc2cccc(NC(=O)CN3CCCCC3)c2)cc1 | 4% | 0.6% | 6% | -7% | 11%
O=C(Cc1ccc(Cl)cc1)Nc1cccnc1 | 3% | i | 4% | -1% | ·
CCN1CCN(Cc2ccc(OCc3ccccc3)c(OC)c2)CC1 | -7% | 0.0% | 2% | 2% | 53%
Cc1noc(C)c1C(=O)OCC(=O)NCc1ccc(Cl)cc1 | -16% | 0.2% | -3% | · | 2%
CCOC(=O)N1CCN(C(c2cccc(OC)c2)c2sc3nc(C)nn3c2O)CC1 (stereo not drawn) | 5% | 0.2% | -2% | 3% | -8%
O=C(CN1c2cccc3cccc(c23)S1(=O)=O)Nc1ccccc1 | 2% | 1.2% | 1% | 8% | 4%
N#Cc1ncc(C(F)(F)F)cc1Oc1cccnc1 | -4% | 1.4% | -4% | -4% | -12%
Cc1ccc(-n2c(-c3ccc(Cl)cc3)n[nH]c2=S)c(C)c1 | -10% | 3.0% | 0% | -6% | -10%
CCN(c1ccccc1)S(=O)(=O)c1ccc(OC)c(NC(=O)c2ccccc2OC)c1 | -3% | 10% | · | · | ·
CN(C)CCCNC(=S)Nc1ccc(Oc2ccccc2)cc1 | -14% | 0.5% | 4% | 15% | 29%
COc1ccc(NC(=O)c2sc3nc(N4CCOCC4)c4c(c3c2N)CC(C)(C)OC4)cc1 | -5% | 1.9% | 17% | -4% | -6%
CC(=O)OC[C@H]1O[C@H](C/C=N/O[C@@H](C)c2cn([C@H](CO)Cc3ccccc3)nn2)C=C[C@@H]1OC(C)=O | · | · | 6% | 16% | -8%
CS(=O)(=O)N(Cc1ccccc1)c1ccc(C(=O)NCCSCc2ccco2)cc1 | 4% | i | 2% | -16% | 6%
Cc1cc(C)n(-c2ccc3nnc(C)n3n2)n1 | -2% | 1.2% | -3% | 12% | -12%

Grouped by structure: the compounds so far containing a cyano group.
SMILES | influenza NS1A | inhibitors of VEEV | H37Rv inhibition | PhoP GFP inhibition | tuberculosis growth | others
N#Cc1ccc(NC(=S)NC(=O)C2CCCCC2)cc1 | 1% | 0.4% | 6% | · | ?
N#Cc1ncc(C(F)(F)F)cc1Oc1cccnc1 | -4% | 1.4% | -4% | -4% | -12%

Hits appear at their usual frequency (roughly 1.5% active in at least one column).
